Screening data (PubChem BioAssay)
Peg3 promoter – Peg3 promoter-driven luciferase inhibitors, primary screen, cell-based, HeLa, luciferase luminescence | HeLa PEG-Prom luciferase reporter, overnight | inhibition, % at 20 µM | hit rate 1.7% among 360,000 | AID 588405, 2011;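 active = inhibition of at least 50% at 20 µM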
TRPM1 prom inh – inhibitors of MITF-dependent TRPM1 promoter reporter, primary screen, cell-based, SK-MEL-5, single point, luciferase | SK-MEL-5 TRPM1 promoter luciferase, 24 h | hit rate 0.83% among 330,000 | inhibition, % at 12.5 µM | AID 488899, 2010;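 active = mean inhibition across replicates of 60% or more, whatever share of single replicates reaches that level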; note: values of inactives mirror those of a sister screen read the other way
NR2E3 ag-1 – NR2E3 agonists in two-hybrid cells, primary screen, cell-based, luminescence, CHO-S, Gal4-NCOR/VP16-NR2E3; luciferase; inhibition of corepressor binding, % at 3.98 µM; hit rate 0.35% among 360,000; AID 602229, 2012;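 active = inhibition above the mean of all tested compounds plus 3 SD, cut at about 70% in these data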;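 note: 0% = DMSO with NR2E3 transfected cells and 100% = cells lacking NR2E3 construct; higher means lower luciferase signal from less NR2E3 corepressor binding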
Target sequence (Q9Y5X4 whole entry, looked up, the tested form may be a part): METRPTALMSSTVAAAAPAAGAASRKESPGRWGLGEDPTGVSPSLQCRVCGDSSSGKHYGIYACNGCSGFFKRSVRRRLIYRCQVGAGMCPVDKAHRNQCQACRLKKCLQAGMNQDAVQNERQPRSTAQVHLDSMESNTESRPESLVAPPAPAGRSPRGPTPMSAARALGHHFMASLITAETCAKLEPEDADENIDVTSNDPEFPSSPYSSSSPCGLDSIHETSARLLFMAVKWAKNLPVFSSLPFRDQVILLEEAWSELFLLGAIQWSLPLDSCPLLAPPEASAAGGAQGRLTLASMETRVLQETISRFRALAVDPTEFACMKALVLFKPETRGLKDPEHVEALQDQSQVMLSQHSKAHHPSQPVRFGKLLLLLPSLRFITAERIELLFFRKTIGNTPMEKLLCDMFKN
HIF-2a block – HIF-2a reporter inhibitors, primary screen, luminescence, 786-0 RCC cells; inhibition, % at 18.8 µM; 786-0 RCC cells HIF-2a reporter, luciferase luminescence, overnight; AID 624352, 2012; hit rate 0.72% among 360,000;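 active = inhibition of the luminescence signal of 40% or more relative to plate controls, in a single-dose primary screen at 18.75 µM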
CaV13 FRET inh – Disruptors of the CACNA1D IQ motif to Ca2+-dependent inactivation inhibitor domain association, primary screening, Förster resonance energy transfer in intact living … | hit rate 0.098% among 340,000 | inhibition, % at 12.3 µM | HEK cells, CFP/YFP FRET ICDI-IQ, plate reader, 10 min; percent FRET-ratio fall versus neutral wells;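 active = mean replicate inhibition of at least 30% and at least 1% of replicates passing that level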;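 note: 0% = median of the neutral control wells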
PDI inh – inhibitors of human PDI, primary screen, biochemical, turbidity, single point, plate reader; PDI insulin aggregation turbidity, A650, 90 min; inhibition, % at 10 µM; Protein disulfide-isomerase (Homo sapiens), P07237; AID 588391, 2011; hit rate 0.052% among 350,000;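 active = mean inhibition across replicates of 30% or more, whatever share of single replicates reach that level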;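 note: absorbance from insulin aggregation driven by PDI reduction with DTT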
Target sequence (P07237 whole entry, looked up): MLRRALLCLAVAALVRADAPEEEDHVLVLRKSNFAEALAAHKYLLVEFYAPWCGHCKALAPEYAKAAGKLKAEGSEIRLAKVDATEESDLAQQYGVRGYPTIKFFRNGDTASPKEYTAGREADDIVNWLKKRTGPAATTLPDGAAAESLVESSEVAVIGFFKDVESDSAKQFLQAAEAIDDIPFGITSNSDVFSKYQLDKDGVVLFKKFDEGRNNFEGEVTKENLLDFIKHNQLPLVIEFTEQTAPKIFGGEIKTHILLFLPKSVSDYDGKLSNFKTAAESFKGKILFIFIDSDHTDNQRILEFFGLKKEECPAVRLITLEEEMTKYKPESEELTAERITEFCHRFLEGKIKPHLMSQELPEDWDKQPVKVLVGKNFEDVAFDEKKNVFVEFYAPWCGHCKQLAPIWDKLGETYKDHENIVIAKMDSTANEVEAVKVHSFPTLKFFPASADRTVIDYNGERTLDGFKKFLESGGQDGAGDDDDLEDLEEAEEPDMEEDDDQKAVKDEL
KKLEB tox – cytotoxicity in KKLEB CF airway cells, primary screen, cytotoxicity control for CF NF-kB inhibitor project, cell-based, uHTS, fluorescence assay plates; activity change (cytotoxicity), % at 5 µM; AID 602141, 2011; hit rate 0.36% among 360,000; KKLEB CF airway cells viability, ATPlite luminescence, overnight; active compounds read low; cells stimulated with P. aeruginosa culture filtrate;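 active = corrected activity change at or below -50% at 5 µM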
Shn3 3UTR inh – reduction of Shn3 3'UTR firefly luciferase signal, primary screen, Schnurri-3 inhibitor project, cell-based, Clone20 osteoblasts, set 2 | Clone20 osteoblast Shn3 3'UTR firefly luciferase, 24 h | inhibition, % at 12.5 µM | hit rate 0.52% among 360,000 | AID 588674, 2011;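 active = mean inhibition of at least 75% with every replicate also reaching 75%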;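 note: 0% = median of neutral control wells and 100% = pilot-screen positive control compound; some compounds past the cut are filed as inactive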
NR2E3 ag-2 – inhibitors of NR2E3-RetCOR corepressor binding, primary screen, NR2E3 agonist project, biochemical, TR-FRET, GST-NR2E3, biotin-RetCOR | AID 2300, 2010 | Photoreceptor-specific nuclear receptor (Homo sapiens), Q9Y5X4 | inhibition of corepressor binding, % at 4.78 µM | hit rate 0.12% among 320,000 | 1536-well;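 active = percent inhibition above the cutoff of mean plus 3 SD of all tested compounds, set per screening campaign, cut at about 20% in these data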;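 note: 0% = DMSO wells and 100% = biotin wells as full block of FRET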
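Test system: GST-NR2E3 and biotin-RetCOR proteins | Quantity: 1.35 nM GST-tagged NR2E3 final | Medium: Tris pH 7.5 | Also added: 7 nM biotin-RetCOR | Dosing: Compound at 4.8 µM, single dose | Timing: 5 h at 4 °C | Detection: Time-resolved FRET | Read-out basis: Percent inhibition | Benchmarks: Biotin wells as high control, 0.6% DMSO wells as low control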
Vif imaging – HIV Vif self-association inhibitors, primary screen, imaging, HEK293T, single point; HEK293T cells, Vif self-association by quenched fluorescence, 24 h; inhibition, % at 7.49 µM; hit rate 0.35% among 340,000; AID 602346, 2012; in the data active = inhibition above about 50%, passing the limit was not always enough; note: some results filed as inactive read as strong as hits
CF NFkB block – inhibitors of PAF-induced NF-kB signaling, primary screen, cell-based, GFP fluorescence, uHTS; KKLEB NF-kB-GFP reporter, GFP fluorescence overnight; inhibition, % at 5 µM; hit rate 0.86% among 360,000;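 active = at least 50% inhibition at 5 µM, scaled per plate between neutral and stimulator controls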;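 note: PAF is a Pseudomonas aeruginosa culture filtrate used as stimulus; plate controls were PAF-stimulated DMSO wells for no effect and unstimulated DMSO wells for full effect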
Numbers without * were called inactive; nt = not tested or not shown.

SMILES	Peg3 promoter	TRPM1 prom inh	NR2E3 ag-1	HIF-2a block	CaV13 FRET inh	PDI inh	KKLEB tox	Shn3 3UTR inh	NR2E3 ag-2	Vif imaging	CF NFkB block
O=C(Nc1ccncc1)c1cncc(Br)c1	-10	17	16	-13	nt	3	-1	-18	-3	-2	32
Fc1ccc(CSc2nc3ncc(Br)cc3[nH]2)cc1	-47	-22	-59	-35	-3	-2	-18	-16	4	1	18
COc1ccc(Cc2c(O)nc(SCC(=O)NC(C)(C)C)[nH]c2=O)cc1	8	-6	-19	2	4	1	3	-8	-2	8	2
O=C(c1ccccc1)c1ccc(Oc2ccc(C(=O)O)c(C(=O)O)c2)cc1	31	11	-25	13	-2	0	6	7	1	-3	3
Cc1[nH]c2ccccc2c1C(=O)COC(=O)c1nccnc1N	-36	-22	-53	-36	-2	12	-10	-25	2	7	10
O=C(CN1C(=O)/C(=C/c2ccccc2F)Oc2ccccc21)N1CCN(c2ccccn2)CC1	27	12	24	-2	-4	3	-22	20	3	2	10
COc1ccc(/C(N)=N/OC(=O)Oc2ccccc2)cc1OC	-2	-9	-8	23	-5	0	-2	3	3	-1	7
COc1cc(NC(=O)CC(C)S(=O)(=O)c2ccc3c(c2)NC(=O)CO3)cc(OC)c1OC (configuration not stated)	-6	-7	-1	3	-3	-12	-1	7	4	-3	10
Cc1nn(C)c(NC(=O)c2ccccc2Cl)c1Cl	-2	2	-33	7	-19	3	0	3	-1	2	-1
O=C(Nc1ccccc1)c1ccccc1N=Cc1cccc(O)c1	-17	-4	10	-20	-6	15	20	2	4	nt	-29
CCCCNc1ncnc2c1cnn2-c1ccc(C)cc1C	-21	4	-46	-63	-4	5	-15	6	2	-16	-3
CC1(C)CCC(=O)N(c2ccc(OC(F)(F)F)cc2)C1=O	8	2	-5	17	-4	5	-5	6	4	-5	9
Cc1ccc(C(=O)Oc2ccc(Cl)c3cccnc23)cc1[N+](=O)[O-]	11	24	1	11	-5	-19	-7	77	4	-8	-11
COc1ccc(NC(=O)COC(=O)Cn2cnc3ccccc3c2=O)cc1OC	2	1	-24	3	-6	-5	4	-48	-2	5	-6
CC1CCN(c2ccc3c(c2)S(=O)(=O)c2cccc(C(=O)NC[C@@H]4CCCO4)c2C3=O)CC1	-44	-29	-13	-137	-16	4	5	2	nt	17	-14
C[C@H](CO)N1C[C@H](C)[C@@H](CN(C)C(=O)Nc2ccc3c(c2)OCO3)Oc2c(NS(=O)(=O)c3ccccc3)cccc2C1=O	-18	-3	-16	18	-9	-2	25	7	nt	-3	-24
COC(=O)c1cc(Br)c(=O)n(-c2ccccc2F)c1	5	4	-11	11	-3	14	8	4	-3	1	-1
CC(=O)Nc1ccc(-c2ccnc3c2CC(C)(C(=O)Nc2cccc(OC(F)(F)F)c2)O3)cc1 (configuration not stated)	8	nt	-9	3	-5	-3	1	44	nt	4	-16
CCn1cc(/C=C(\NC(=O)c2ccc(OC)cc2)C(=O)NCCCn2ccnc2)c2ccccc21	3	nt	-29	16	-7	-6	-6	-12	nt	1	7
Brc1ccc(Nc2c3c(nc4ncnn24)CCC3)cc1	22	27	13	11	-8	-1	13	14	0	5	-1
CC1CCN(C(=O)CSc2nc3c(c(=O)n(C)c(=O)n3C)n2C)CC1	11	3	-24	7	-3	-3	-6	5	1	9	-3
Cc1ccc(NC(=O)COC(=O)Cc2c(F)cccc2Cl)cc1S(=O)(=O)N1CCOCC1	6	6	-13	18	-8	12	-6	-4	0	0	17
O=C(C1CCCC1)N1CCN(S(=O)(=O)c2cccc(Cl)c2Cl)CC1	13	-13	13	10	-19	2	-3	1	0	-8	3
CCCCN(C(=O)c1cc(S(=O)(=O)N2CCCCCC2)ccc1OC)c1ccccc1	37	8	-28	12	-7	-3	-10	15	3	nt	7
CC(C)Oc1ccc(C(=O)CCN2CCOCC2)cc1	10	7	5	21	-4	10	-2	-8	2	10	11
COc1ccc(/C=N/NC(=O)c2cccc([N+](=O)[O-])c2)c2ccccc12	21	14	-17	57*	-20	11	-20	19	0	24	31
COc1ccc(OC)c(-c2cc(C(=O)O)c3cc4ccccc4cc3n2)c1	-7	nt	-25	-13	-6	-1	2	-6	nt	4	-27
Cc1ccc(C)c(NC(=O)CCOc2ccccc2)c1	-6	-5	-47	1	-4	-14	-6	3	nt	nt	-5
COc1ccccc1Oc1ccc2c(c1)C(=O)N(c1ccc(C)cc1)C2=O	-8	-15	-50	16	0	-2	-7	-12	-1	-1	28
CCOC(=O)C1=C(O)/C(=C/c2cc(C)n(-c3ccccc3)c2C)N=C1C	8	17	-20	-12	-14	6	-15	-1	1	3	5
COC(=O)Cc1nc2ccccc2[nH]1	3	-9	-23	-5	-5	4	1	-7	-4	-1	-18
CCN(CC(=O)Nc1c(F)cccc1F)C(=O)C1Cc2ccccc2CN1S(=O)(=O)CC (configuration not stated)	-7	-2	-4	18	-5	1	-8	-9	0	-1	11
Cc1ccc(C)c(N2CCN(C(=O)CCCOc3cc(=O)n(C)c4ccccc34)CC2)c1	13	-5	6	0	-5	1	-6	-4	3	-9	-16
COc1ccc(NC(=O)COc2ccc(C(=O)OCC(=O)N(C)C3CCS(=O)(=O)C3)cc2OC)cc1 (configuration not stated)	7	5	-15	13	-2	15	-1	-2	0	7	10
CC(C)c1ccc(NC(=O)C2C3C=CC4(CN(CCCN5CCOCC5)C(=O)C24)O3)cc1 (configuration not stated)	-7	-3	5	-6	-2	-6	10	-12	1	24	-9
NC(=NCc1ccccc1)C(N=Nc1ccccc1)C(=O)NCc1ccccc1 (configuration not stated)	2	4	-30	-13	-6	3	-6	10	nt	31	-18
Cc1ccc(NC(=O)CCn2c(=S)oc3ccccc32)cc1F	16	11	11	18	-5	-6	4	1	0	21	-6
O=c1ccc2cc(S(=O)(=O)N3CCN(c4ccccc4F)CC3)ccc2[nH]1	-1	nt	23	1	-5	nt	-6	39	1	-1	-6
CN(CC(=O)O/N=C(\N)c1ccc(Br)cc1)S(=O)(=O)c1ccccc1	-32	-1	-33	-90	-5	6	2	-2	1	nt	-26
O=C(COC(=O)CNC(=O)c1ccccc1F)NCCC1=CCCCC1	-7	6	12	5	-3	7	-5	0	0	-2	-10
Cc1nc2oc3c(=O)[nH]cnc3c2c2c1COC(C)(C)C2	4	-4	-3	13	-3	1	2	-16	0	4	3
CCOC(=O)c1sc(NC(=O)CN(CC(C)C)CC(C)C)c(C(=O)OCC)c1C	7	-1	-15	4	-4	7	-11	63	-3	-7	16
O=C(NCc1ccccn1)C1CCCN(Cc2cnn(-c3ccccc3)c2-n2cccc2)C1 (configuration not stated)	1	5	-6	15	nt	-9	-2	1	2	-9	-9
O=C(NCC1CCCO1)c1ccc(F)c2ccccc12 (configuration not stated)	5	-11	-22	-4	-3	2	-7	-10	1	22	6
O=c1c2c(nc(NCCO)n1CC1CCCCC1)-c1ccccc1CC21CCCC1	21	14	8	23	-4	4	4	7	-1	23	-9
O=C(NC(=S)Nc1nc(-c2ccc([N+](=O)[O-])cc2)cs1)c1ccco1	-51	-24	-51	-66	-6	4	-8	-27	5	-6	16
CC(=O)OC(C(=O)Nc1nncs1)c1ccccc1 (configuration not stated)	7	nt	7	-2	-12	nt	-6	7	nt	nt	-13
NC(=O)C1CCN(c2nc(-c3ccccc3)nc3ccccc23)CC1	9	3	10	20	-7	-1	-13	-1	3	nt	5
O=C(O)CC1NC(=O)N(c2ccc(Cl)cc2)C1=O (configuration not stated)	16	-7	26	0	nt	-3	7	-7	4	6	-8
CN(CCOc1ccccc1)C(=O)c1cc([N+](=O)[O-])ccc1N1CCOCC1	2	-10	0	11	-7	0	-12	-4	-1	-5	21

Part of the list above in order of molar mass, lowest first.
SMILES	Peg3 promoter	TRPM1 prom inh	NR2E3 ag-1	HIF-2a block	CaV13 FRET inh	PDI inh	KKLEB tox	Shn3 3UTR inh	NR2E3 ag-2	Vif imaging	CF NFkB block
O=C(O)CC1NC(=O)N(c2ccc(Cl)cc2)C1=O (configuration not stated)	16	-7	26	0	nt	-3	7	-7	4	6	-8
CC(=O)OC(C(=O)Nc1nncs1)c1ccccc1 (configuration not stated)	7	nt	7	-2	-12	nt	-6	7	nt	nt	-13
Cc1nc2oc3c(=O)[nH]cnc3c2c2c1COC(C)(C)C2	4	-4	-3	13	-3	1	2	-16	0	4	3
Cc1ccc(NC(=O)CCn2c(=S)oc3ccccc32)cc1F	16	11	11	18	-5	-6	4	1	0	21	-6
O=C(COC(=O)CNC(=O)c1ccccc1F)NCCC1=CCCCC1	-7	6	12	5	-3	7	-5	0	0	-2	-10
O=C(NC(=S)Nc1nc(-c2ccc([N+](=O)[O-])cc2)cs1)c1ccco1	-51	-24	-51	-66	-6	4	-8	-27	5	-6	16
CN(CCOc1ccccc1)C(=O)c1cc([N+](=O)[O-])ccc1N1CCOCC1	2	-10	0	11	-7	0	-12	-4	-1	-5	21
O=c1ccc2cc(S(=O)(=O)N3CCN(c4ccccc4F)CC3)ccc2[nH]1	-1	nt	23	1	-5	nt	-6	39	1	-1	-6
O=c1c2c(nc(NCCO)n1CC1CCCCC1)-c1ccccc1CC21CCCC1	21	14	8	23	-4	4	4	7	-1	23	-9
CN(CC(=O)O/N=C(\N)c1ccc(Br)cc1)S(=O)(=O)c1ccccc1	-32	-1	-33	-90	-5	6	2	-2	1	nt	-26
